# SDO1 yeast rescue: compounds rescuing growth of sdo1-depleted yeast, bone marrow failure model; z-score at 10 µM; S. cerevisiae sdo1-depleted JHY4D growth rescue, OD600 30 h; active compounds read high; pdr5 snq2 efflux-pump mutant strain; AID 817; hit rate 0.21% among 140,000;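 active means z-score above 3 at both the 24 hr and the 30 hr optical density reads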;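 further: z-score against mean and SD of all compound wells on the same plate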
# Insulin prom inh: TRM-6 insulin promoter activity inhibition | TRM-6 cells (human fetal islet line), insulin promoter-eGFP reporter, imaging; reporter expression induced with tamoxifen | inhibition, % at 2 µM | hit rate 0.9% among 130,000 | AID 1273;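 active means inhibition above the mean plus 3 SD, with well images judged a real hit on visual review, cut at about 60% in these data, passing the limit was not always enough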
# SDO1 yeast rescue Rescue 24 h: recorded beside SDO1 yeast rescue, whose call it bears; z-score; S. cerevisiae sdo1-depleted JHY4D growth rescue, OD600; measured here: growth rescue at 24 h;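 0 is the plate mean of compound wells and units are plate SD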
# Starred values were filed as active, the others as inactive; · = no result given.
SMILES,SDO1 yeast rescue,SDO1 yeast rescue Rescue 24 h,Insulin prom inh
CCOc1ccccc1C1NC(=O)NC(C)=C1C(=O)OC1CCCCC1 (stereo not drawn),-0.81,-0.23,·
COc1ccc(C)cc1S(=O)(=O)N(C)CC(=O)N1CCCCC1,-0.11,-1.38,-320.7
Cc1ccc(C(=O)CSc2nc3ccccc3o2)cc1,-1.02,1.03,46.7
NC(=O)COC(=O)CN1C(=O)C2CCCCC2C1=O (stereo not drawn),-0.12,-0.55,·
COc1ccc(/C(N)=N/OC(=O)CSc2ccccc2)cc1OC,-0.07,-0.26,33.3
N#Cc1cc(O)c(-n2nnc3ccccc32)cc1C#N,·,·,11.1
CCC(=O)N1CCc2cc(Br)cc(S(=O)(=O)NCCN3CCCCC3C)c21 (stereo not drawn),0.96,0.06,-162.5
O=C(COc1ccc(S(=O)(=O)NCc2ccccc2)cc1Cl)N1CCOCC1,-0.5,-1.28,-333.3
CC(=O)OC(C)CS(=O)(=O)c1ccccc1 (stereo not drawn),·,·,18.2
COc1ccc(NC(=O)COC(=O)c2ccc(N3CCCC3=O)cc2)cc1OC,0.41,0.87,0.0
O=C(Nc1cccc(-c2cn3ccccc3n2)c1)c1cccc(Cl)c1,-1.76,-1.05,63.0
COc1ccc(-n2c(N)c(-c3nc4ccccc4n3C)sc2=S)cc1,-0.82,-0.73,30.0
CCOC(=O)c1c(CN2CCOCC2)oc2ccc(OC)cc12,-0.42,-0.39,·
Cc1c(/C=N\NC(=O)c2cccc(F)c2)cnn1C,3.34*,3.08*,-378.6
O=C(NC(=S)Nc1ccccc1O)c1ccc(Cl)cc1Cl,·,·,26.7
CCCc1c(C)nc2c(OC)cccc2c1SCC(=O)O,·,·,12.5
COC(=O)C1CN(S(=O)(=O)c2ccccc2)CCN1S(=O)(=O)c1ccccc1 (stereo not drawn),-0.49,-0.38,-8.3
CN1C(=O)N(C)C2(c3ccccc3)Nn3c(s/c(=C/c4ccco4)c3=O)=NC12c1ccccc1 (stereo not drawn),-0.15,0.04,·
CCSc1nnc(NC(=O)c2cccnc2)s1,0.41,-0.35,-290.7
COc1ccc(NC(=O)CCCN2C(=O)C3C4C=CC(C4)C3C2=O)c(OC)c1 (stereo not drawn),1.47,1.53,-22.6
CCn1c(=O)n(CC(=O)Nc2cc(OC)c(OC)c(OC)c2)c(=O)c2ccccc21,-0.21,-0.96,·
COc1ccc(CN2CCN(c3ccc(F)cc3)CC2)c(OC)c1OC,0.21,0.56,23.8
CC(=O)N(c1ccc(C)cc1)C1C=CS(=O)(=O)C1 (stereo not drawn),1.59,1.72,·
Cc1cc(=O)n2[nH]c(N3C(=O)CCC3=O)nc2n1,0.41,-0.03,50.0
CC(=O)Oc1cc2c(C(=O)NCCN3CCOCC3)c(C)oc2c2ccccc12,1.67,2,-50.0

# Following part.
SMILES,SDO1 yeast rescue,SDO1 yeast rescue Rescue 24 h,Insulin prom inh
COC(=O)CC1=NN(c2ccccc2)C(=O)C1,·,·,0.0
Cc1nc2ccccc2c(=O)n1/N=C/c1cccnc1,3.06*,4.36*,34.8
CC12CC(NC(=O)N1c1ccc(C(=O)N3CCN(c4ccccn4)CC3)cc1)c1ccccc1O2 (stereo not drawn),0.89,0,·
COc1ccccc1N(C)S(=O)(=O)c1ccc(C(=O)Nc2ccc3nc(C)sc3c2)cc1,-0.16,-0.07,3.5
NC(=O)C1CCCN(S(=O)(=O)c2ccc(Br)cc2)C1 (stereo not drawn),0.68,0.7,13.3
COc1cc(C(=O)OC(C)C(=O)N2CCc3ccccc3C2)ccc1OCC(=O)N1CCOCC1 (stereo not drawn),0.18,-0.61,7.1
CCOc1ccc(N2CC(=O)Nc3ccccc3NCC2=O)cc1,0.53,0.31,35.7
N#CC1=C(N)Oc2n[nH]c(-c3cccs3)c2C1c1ccoc1 (stereo not drawn),0.99,0.45,51.7
O=C(COc1ccccc1Cl)OCC(=O)N1CCN(S(=O)(=O)c2ccccc2)CC1,-0.15,-0.75,55.3
CCc1ccc(-c2nc(CSCC(=O)N3CCN(c4ccccn4)CC3)c(C)o2)cc1,-1.89,-1.59,-85.7
COC(=O)c1c(SCC(=O)Nc2ccc(C)cc2)nc(=O)[nH]c1C,·,·,-7.7
COC(=O)Nc1c(C)nn(Cc2ccccc2C)c1C,0.83,-0.32,47.6
Cc1cc(=O)n2nc(N3CCCC3C(=O)NCc3ccccn3)sc2n1 (stereo not drawn),0.94,2.49,19.2
Cc1ccc(S(=O)(=O)Oc2ccccc2/C=N/NC(=O)c2c(Cl)cnn2C)cc1,-0.45,-0.11,-47.6
O=C(CN1C(=O)C2CC=CCC2C1=O)Nc1nccs1 (stereo not drawn),0.86,0.36,·
O=C(C1CCC(CNc2c(N3CCCCC3)c(=O)c2=O)CC1)N1CCc2ccccc2C1 (stereo not drawn),-0.03,-0.72,-14.3
CC(Oc1ccc(-c2nccc(-c3ccccn3)n2)cc1)C(=O)NN (stereo not drawn),0.46,-0.51,·
Cn1cc(-c2nnnn2-c2cccc(C(F)(F)F)c2)c(C(F)(F)F)n1,0.09,-0.14,-23.3
CC(C)COc1ccc(C2NC(=O)NC2=O)cc1 (stereo not drawn),0.65,1.06,40.0
Cc1csc(NC(=O)c2ccoc2C)n1,-0.12,-0.34,55.3
Cc1ccc(NC(=O)CCSc2nnc(-c3ccco3)o2)cc1,0.6,-0.4,-50.0
CCCNC(=O)COc1ccc(S(=O)(=O)Nc2ccc(C)cc2)cc1,0.19,-0.29,-38.0
Cc1cccc(Oc2ccc(NC(=O)C3CC=CCC3C(=O)O)cc2)c1 (stereo not drawn),·,·,29.4
COc1cccc(-c2nn(-c3ccccc3)cc2CN(C)Cc2c(C)nc3ccccn23)c1,·,·,-45.0
CCn1cc(Cl)c(C(=O)NNC(=O)CCn2cc([N+](=O)[O-])cn2)n1,-0.04,-1.09,46.9

# A stretch of the results above, for reference:
SMILES,SDO1 yeast rescue,SDO1 yeast rescue Rescue 24 h,Insulin prom inh
Cc1cccc(Oc2ccc(NC(=O)C3CC=CCC3C(=O)O)cc2)c1 (stereo not drawn),·,·,29.4
COc1cccc(-c2nn(-c3ccccc3)cc2CN(C)Cc2c(C)nc3ccccn23)c1,·,·,-45.0
CCn1cc(Cl)c(C(=O)NNC(=O)CCn2cc([N+](=O)[O-])cn2)n1,-0.04,-1.09,46.9

# Record cards (already shown). Order of values: SDO1 yeast rescue	SDO1 yeast rescue Rescue 24 h	Insulin prom inh
# NC(=O)C1CCCN(S(=O)(=O)c2ccc(Br)cc2)C1 (stereo not drawn) is listed with 0.68	0.7	13.3
# COc1cc(C(=O)OC(C)C(=O)N2CCc3ccccc3C2)ccc1OCC(=O)N1CCOCC1 (stereo not drawn) is listed with 0.18	-0.61	7.1

# Some of these compounds in order of molar mass, low to high.
SMILES,SDO1 yeast rescue,SDO1 yeast rescue Rescue 24 h,Insulin prom inh
COc1ccc(/C(N)=N/OC(=O)CSc2ccccc2)cc1OC,-0.07,-0.26,33.3
COc1ccc(NC(=O)COC(=O)c2ccc(N3CCCC3=O)cc2)cc1OC,0.41,0.87,0.0
CC12CC(NC(=O)N1c1ccc(C(=O)N3CCN(c4ccccn4)CC3)cc1)c1ccccc1O2 (stereo not drawn),0.89,0,·
CN1C(=O)N(C)C2(c3ccccc3)Nn3c(s/c(=C/c4ccco4)c3=O)=NC12c1ccccc1 (stereo not drawn),-0.15,0.04,·

# Next compounds:
SMILES,SDO1 yeast rescue,SDO1 yeast rescue Rescue 24 h,Insulin prom inh
CCc1ccccc1NC(=O)CSc1nc(-c2ccccc2)nn1C(=O)c1cccc([N+](=O)[O-])c1,0.72,0.52,·
CCOC(=O)N1CCC(NC(=O)c2cc(C(=O)NC3CCCC3)ccc2CO)CC1,0.16,-0.07,·
COc1cc(NC(=O)C2=C(N3CCOCC3)/C(=C/c3ccc(Cl)cc3)CC2)cc(OC)c1OC,-0.41,-0.27,·
Fc1ccc2c(Cl)c(-c3nnc(-c4cccs4)o3)sc2c1,-1.28,0.32,-3.7
COCCNC(=O)C(c1ccccc1)N(C(=O)Cn1nnc2ccccc21)c1cccnc1 (stereo not drawn),-0.69,-0.58,·
COc1ccc(C2(CCN)CC(C)N(C)CC2C)cc1 (stereo not drawn),0.79,-0.36,-54.5
CC(C)C(C)NC(=O)COc1ccc(Sc2ccc(OCC(=O)NC(C)C(C)C)cc2)cc1 (stereo not drawn),-0.13,-0.45,·
Cc1cc(C(=O)NCCCN2CCN(C3CCCCC3)CC2)n(-c2ccccc2)n1,0.32,1.73,·
CCCc1nnc(NC(=O)CCC(=O)NC2CCCc3ccccc32)s1 (stereo not drawn),-1.1,-0.7,-29.6
COc1ccccc1OCC(=O)Nc1ccc(Cl)cc1,-0.42,-0.11,25.0
CCC(=O)c1c[nH]c(C(=O)NCCc2ccccn2)c1,1.83,2.21,29.6
Cc1ccccc1N/N=C1\CCCNC1=O,0.43,-0.06,0.0
COc1cc(-c2nnc(COc3ccc4cc(Br)ccc4c3)o2)cc(OC)c1OC,-1.67,-0.29,-3.1
O=C(O)CCCCCn1c(O)c(C=C2N=c3ccccc3=N2)sc1=S,-0.52,-0.09,·
CCOc1ccc(C(=O)CN2CCN(S(=O)(=O)c3ccc(Cl)cc3)CC2)cc1,0.01,-0.17,50.0
Nc1ccnn1Cc1cccnc1,-0.35,-0.65,-18.2
CCc1cccc(C)c1NC(=O)C1CN(S(=O)(=O)c2ccccc2)CCN1S(=O)(=O)c1ccccc1 (stereo not drawn),-0.51,-0.51,-7.7
COc1ccc(C(=O)NCC(=O)N2CCCCC2)cc1OC,·,·,-63.6
O=C(NCCN1C(=O)CCC1=O)c1ccncc1,0.01,-0.18,15.2
O=C1CN(O)C=C2N=c3ccccc3=C2N1c1ccc([N+](=O)[O-])cc1,·,·,16.7
COC(=O)C(NC(=O)c1ccc(Cl)cc1)(Nc1nc(C)cs1)C(F)(F)F (stereo not drawn),0.75,-0.05,-41.7
CCOC(=O)CSc1nnc(-c2ccoc2C)n1-c1ccc(C)cc1,-0.2,0.01,-27.6
CC(=O)Nc1ccc(S(=O)(=O)Nc2nc3ccccc3nc2Nc2ccc(S(N)(=O)=O)cc2)cc1,0.81,0.14,·
CCc1ccc(OCC(=O)NCCOc2ccccc2)cc1,-0.29,-0.47,46.1
COc1ccc(NS(=O)(=O)c2ccc3oc(Nc4ccc5c(c4)OCCO5)nc3c2)cc1,0.05,1.52,57.1

# (listing goes on)
SMILES,SDO1 yeast rescue,SDO1 yeast rescue Rescue 24 h,Insulin prom inh
CC(C)(C)NC(=O)NC(=O)CSc1nnc(-c2ccccc2F)n1N,-0.85,-0.88,12.5
CC(C)CC1NC(=O)N(CC(=O)N2c3ccccc3NC(=O)C2(C)C)C1=O (stereo not drawn),·,·,-25.0
CC12CC(c3ccccc3O1)N(C(=O)c1ccco1)C(=S)N2c1ccccc1 (stereo not drawn),-1.78,-0.89,3.2
O=C(NC1CCCCCCC1)C1CCCN(S(=O)(=O)c2cnc[nH]2)C1 (stereo not drawn),0.58,-0.2,·
Clc1ccc(Cc2ccc(SCc3ccccc3)nn2)c(Cl)c1,-0.11,0.06,2.9
CCOC(=O)c1ccc(NC2c3ccccc3C(=O)N2c2cccnc2)cc1 (stereo not drawn),0.69,1.25,·
COc1ccc(C(=O)N2CCC(C(=O)Nc3cccc(C)c3)CC2)cc1OC,0.64,0.9,·
CCCCCCn1c(=O)c(F)cn(Cc2ccc(OC)c([N+](=O)[O-])c2)c1=O,0.39,0.37,-91.3
CN(C)CCCNC(=O)CC(c1ccc(F)cc1)c1ccco1 (stereo not drawn),1.16,1.09,·
CC(=O)Nc1ccc(Nc2cc(C)nc3c(-c4ccc(Cl)cc4)c(C)nn23)cc1,-1.92,-1.07,·
S=c1sc2c(Cl)ncnc2n1-c1ccccc1,·,·,-150.0
CSc1cc(-c2ccc(Cl)cc2)n(Cc2ccccc2)c(=O)c1C#N,0.22,2.27,12.5
C/C(CCc1ccc2c(c1)OCO2)=N\N=C(/N)SC1CC(=O)N(c2ccccc2F)C1=O (stereo not drawn),0.31,-0.36,-20.7
O=C(CC1(O)C(=O)N(C/C=C/c2ccccc2)c2ccccc21)c1ccccn1 (stereo not drawn),-1.19,-0.54,·
CC(C)CNC(=O)COC(=O)/C=C/c1ccccc1[N+](=O)[O-],-0.71,-0.88,31.0
O=C(NCCCn1ccnc1)c1ccc(S(=O)(=O)N2CCCCCC2)cc1,0.14,-0.28,-19.4
COC(=O)CN(c1ccc2c(c1)OCCO2)S(=O)(=O)c1ccccc1,-0.49,-0.42,60.0
COc1cc(/C=N/NC(N)=S)ccc1OCC(=O)Nc1ccc(C)c(C)c1,0.3,1.54,50.0
COc1cc2c(cc1O)C(Cc1ccc(O)cc1)NCC2 (stereo not drawn),0.24,-0.29,47.6
CC(=O)c1ccc(NC(=O)c2cnn3c(C(F)F)cc(C4CC4)nc23)cc1,·,·,61.5
COC(=O)C1=C(C)N(C)C(C)=C(C(=O)OC)C1c1ccccc1C,-0.9,-1.21,·
CCCc1ccc(OCc2ccc(C(=O)O)o2)c(OC)c1,-0.19,-0.52,-15.4
CSc1nc2ccc(Nc3nc(N4CCOCC4)nc(N4CCOCC4)n3)cc2s1,-1.14,-0.96,·
COc1ccc(C(=O)Nc2ccc(-c3cn4ccsc4n3)cc2)cc1S(=O)(=O)N1CCOCC1,-0.11,-0.43,-75.8
Cc1ccc(NC(=O)c2cc(N3CCOCC3)nc3ccccc23)cc1,-1.26,-1.31,-172.7
CCC(=O)Nc1c(C#N)c2nc3ccccc3nc2n1C1CCCCC1,-0.25,0.8,31.6
CC(=O)c1cccc(NC(=O)C2CCCN2S(=O)(=O)c2cccc3nsnc23)c1 (stereo not drawn),-0.33,-0.47,·
COCCn1nnnc1CN(Cc1ccco1)Cc1cc2cc3c(cc2[nH]c1=O)OCO3,1.22,0.94,8.6
Cc1nn(-c2ccc(F)cc2)c(C)c1/C=C/C(=O)N1CCNC(=O)C1,·,·,21.4

# Bioassay records: PubChem BioAssay, several laboratories
